# Screening results as filed in PubChem.
# GLP1R cytotox – cytotoxicity in counter-screen for GLP-1R inverse agonists; HEK293 cAMP-luciferase reporter cells, luminescence, 24 h; Potency, µM (doses to about 38.3 µM), for inactives: at the top dose activity change, negative = inhibition, hits mostly inhibitors; 0.13% of 410,000 active; AID 624418;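 further: loss of luciferase light is scored as toxicity; potency means the concentration at half of the fitted maximal effect; on the % scale 0 is the no-effect control and ±100 the full control effect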
#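 MLSMR compounds, 24 hr on cells at 37 deg C/5% CO2; luminescence after luciferase reagent (12 min RT). Inhibition counted as the undesired cytotoxic outcome.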
# Abeta rescue – restores growth of yeast expressing A-beta42 peptide; yeast expressing A-beta42, growth rescue, OD600, 48 h; response scale: 0% DMSO, 100% iron-clioquinol control; Potency, µM (top dose mostly 46.1 µM), without a hit: at the top dose growth rescue, hits mostly activators; 0.063% of 410,000 active; AID 1347071; further: potency means the concentration at half of the fitted maximal effect; nearly all actives have a fitted effect of over 55% in size
#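 Yeast A-beta toxicity model in growth medium with pinned compounds, 48 h at 30 C; growth read as absorbance at 600 nm. Normalized to FeCl3/clioquinol equimolar mix (positive) and DMSO (negative).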
# Akt phos inh – blocks phosphorylation of Akt; activity change, % for hits at 50 µM; Neuro2A IGF-stimulated pAkt S473 HTRF, 20 min; active compounds read low; 0.32% of 360,000 active; in the data active means activity change below about -80%; inconclusive means mostly about -51% to -80%; further: on the % scale 0 is the no-effect control and ±100 the full control effect
#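 Neuro2A cells in DMEM with 0.5% FBS, overnight at 37 deg C, given compound at single 50 µM final, then IGF (6 nM final) for 20 min at 37 deg C. Lysed; phospho-Akt Ser473 by HTRF after 24 h, 665/615 ratio.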
# Mm-Cpn inhibitor – inhibitors of Methanococcus maripaludis chaperonin (MmCpn); purified Mm-Cpn ATPase, ADP Transcreener TR-FRET; Potency, µM (top dose mostly 76.9 µM), for inactives: top-dose activity, negative = inhibition, usual class: inhibitors; 0.031% of 330,000 active; AID 504842; further: potency means the concentration at half of the fitted maximal effect; on the % scale 0 is the no-effect control and ±100 the full control effect; nearly all actives have a fitted effect of over 80% in size
#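 25 nM Mm-CPN + cpd, 10 min 37°C; + 10 uM ATP, 30 min 37°C; buffer 30 mM Tris pH 7.4, 100 mM KCl, 5 mM MgCl2, 1 mM DTT; Transcreener ADP HTRF detection 30 min RT.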
# PTHR1 ag – activates the human parathyroid hormone receptor PTHR1 | Q03431 | HEK293 GP2 PTHR1 cells, GloSensor cAMP luminescence, 1 h | Potency, µM (doses to about 115 µM), for the others: at the top dose activation, most hits filed as activators | 0.075% of 410,000 active | AID 743266; further: potency means the concentration at half of the fitted maximal effect; nearly all actives have a fitted effect of over 55% in size; some results filed as inactive show a strong effect at the top dose; inactives centre near -15; many of its hits are not listed in these tables
# Target sequence (Q03431 whole entry, looked up): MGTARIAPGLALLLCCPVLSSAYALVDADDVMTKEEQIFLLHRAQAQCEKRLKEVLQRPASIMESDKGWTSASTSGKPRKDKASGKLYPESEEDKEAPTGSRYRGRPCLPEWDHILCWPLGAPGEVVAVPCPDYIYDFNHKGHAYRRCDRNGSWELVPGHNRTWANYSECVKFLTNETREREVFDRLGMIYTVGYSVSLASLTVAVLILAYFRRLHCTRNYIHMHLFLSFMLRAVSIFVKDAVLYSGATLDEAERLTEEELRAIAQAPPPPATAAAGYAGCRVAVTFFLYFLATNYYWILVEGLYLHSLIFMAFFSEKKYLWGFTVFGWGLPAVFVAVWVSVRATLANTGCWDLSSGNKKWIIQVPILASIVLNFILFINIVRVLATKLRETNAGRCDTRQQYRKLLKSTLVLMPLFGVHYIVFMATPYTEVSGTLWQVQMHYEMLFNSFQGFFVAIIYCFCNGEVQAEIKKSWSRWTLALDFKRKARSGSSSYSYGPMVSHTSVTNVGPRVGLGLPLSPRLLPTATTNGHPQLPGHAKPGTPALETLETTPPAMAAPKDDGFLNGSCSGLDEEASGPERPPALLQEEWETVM
#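 HEK-293-derived GP2 cells expressing PTHR1 and a GloSensor cAMP reporter, 3,000/well, plated overnight, given luciferin plus IBMX (each 0.5 mM as added) for 1 h at 37 °C, then compound for 1 h at 37 °C. Luminescence was read after 15 min at room temperature.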
# FUS yeast rescue – suppressors of FUS proteinopathy in yeast. AID 1347120. 0.24% of 390,000 active. Potency, µM (titrated, usually from 76.6 µM), for the others: at the top dose growth rescue (activation), usual class: activators. S. cerevisiae FUS-expressing, growth rescue, OD600, 24 h;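 further: potency means the concentration at half of the fitted maximal effect; plate controls were DMSO vehicle for no effect and reference control for full effect; nearly all actives have a fitted effect of over 55% in size; some results filed as inactive show a strong effect at the top dose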
#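 S. cerevisiae expressing FUS from galactose induction served as the toxicity model. Growth after 24hr at 30C, read as absorbance at 600 nm, indicates suppression of toxicity; compounds dosed at several concentrations.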
# TDP43 rescue – inhibitors of TDP-43 toxicity in yeast. TDP-43 expressing yeast growth rescue, BacTiter-Glo, 24 h. Potency, µM (series often up to 46.1 µM), for the others: at the highest dose growth rescue (activation), actives largely listed as activators. 1.8% of 410,000 active; further: potency means the concentration at half of the fitted maximal effect; % of control where 0% means no effect; nearly all actives have a fitted effect of over 50% in size
#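 Yeast expressing TDP-43 (pregrown in raffinose, seeded at OD600=0.02 in galactose medium) exposed to compounds 24 hr at 30 deg C. Growth read by BacTiter-Glo luminescence; rescue of toxicity appears as increased signal.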
# GLP1R inv ag – acts as inverse agonist at human GLP-1 receptor. HEK293 GLP-1R CRE-luciferase, luminescence, 24 h; GLP-1R form is constitutively active. 1.6% of 410,000 active. AID 624417. P43220. Potency, µM (highest dose often 38.3 µM), for inactives: top-dose activity change, negative = inhibition, hits mostly inhibitors; further: potency means the concentration at half of the fitted maximal effect; on the % scale 0 is the no-effect control and ±100 the full control effect; nearly all actives have a fitted effect of over 55% in size
# Target sequence (P43220 whole entry, looked up): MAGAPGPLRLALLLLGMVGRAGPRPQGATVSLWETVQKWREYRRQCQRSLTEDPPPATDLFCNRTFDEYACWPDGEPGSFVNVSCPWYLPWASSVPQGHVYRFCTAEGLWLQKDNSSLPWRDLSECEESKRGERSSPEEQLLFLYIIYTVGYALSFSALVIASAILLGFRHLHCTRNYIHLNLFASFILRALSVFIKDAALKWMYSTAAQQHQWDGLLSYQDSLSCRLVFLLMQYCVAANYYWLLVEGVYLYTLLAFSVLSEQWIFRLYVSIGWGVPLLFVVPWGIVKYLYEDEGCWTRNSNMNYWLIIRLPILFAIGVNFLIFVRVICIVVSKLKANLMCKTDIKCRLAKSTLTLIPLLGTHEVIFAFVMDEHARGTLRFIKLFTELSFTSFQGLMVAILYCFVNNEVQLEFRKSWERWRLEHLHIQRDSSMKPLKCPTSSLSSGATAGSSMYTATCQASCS
#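 Luminescence readout: a drop in cAMP-driven luciferase signal flags inverse agonism at a constitutively active GLP-1R stably expressed in HEK293. Compound exposure lasted 24 hr at 37 deg C, 5% CO2.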
# aSyn yeast inh – alpha-synuclein toxicity inhibition in yeast; Yeast expressing alpha-synuclein, growth rescue, BacTiter-Glo, 24 h; Potency, µM (titrated, usually from 46.1 µM), for inactives: top-dose growth rescue (activation), actives largely listed as activators; 0.14% of 370,000 active; further: potency means the concentration at half of the fitted maximal effect; % of control where 0% means no effect; nearly all actives have a fitted effect of over 65% in size
#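 Screening used galactose-induced yeast with toxic alpha-synuclein levels, exposed to compound for 24 hr at 30 deg C. Cell growth, read with BacTiter-Glo luminescence, gave the measured signal.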
# * = called active by the depositor; i = inactive; ? = inconclusive; / = no result given; & = joins results of further samples; [ ] = remark or other dose. Unless noted, the call rests on the fitted dose curve; in most records, active means well fitted curve in the direction sought with a large enough effect; inconclusive means small, poorly fitted or top-dose-only effect, or another doubt; inactive means no such curve, though single readings can be large; an effect the other way counts as inactive or inconclusive.
SMILES,GLP1R cytotox,Abeta rescue,Akt phos inh,Mm-Cpn inhibitor,PTHR1 ag,FUS yeast rescue,TDP43 rescue,GLP1R inv ag,aSyn yeast inh
COC(=O)c1cc(=O)n(Cc2cccs2)c(=NCc2cccs2)s1,2.5%,9.4%,i,2.0%,i,16.6%,-6.5%,6.0%,7.9%
Cc1ccc(OCCCn2ccnc2)cc1C,-5.2%,24.8%,i,-3.7%,i,-11.1%,-2.7%,-2.3%,-0.1%
OC[C@H]1O[C@@H](c2nc(-c3ccccc3Br)no2)[C@H](O)[C@@H](O)[C@H]1O,7.2%,-1.3%,i,/,i,11.3%,7.7%,10.7%,-0.6%
COc1ccc(OC)c(-c2nc(C(=O)NCC3CCCO3)cc3c2[nH]c2ccccc23)c1 (configuration not stated),-2.0%,4.1%,i,-22.6%,-49.8%[inhibitor],4.0%,?,?,-10.4%
CCOC(=O)CC(=O)CSc1nnc(Cn2c(=O)sc3ccccc32)n1C,-0.6%,10.3%,/,-0.5%,-2.0%[57.5 µM],20.5%,1.2%,17.0%,0.4%
Cc1cc(Br)c2c(c1)=C(c1sc(N3CCCCCC3)nc1O)C(=O)N=2,-1.4%,6.6%,i,-2.8%,i,0.2%,-20.3%,70.2%[activator],-5.6%
CCOC(=O)c1c(C)[nH]c(C(=O)Cn2nnc(-c3ccccc3Cl)n2)c1C,-20.5%,13.3%,i,-0.3%,-18.7%,6.7%,1.1%,-5.1%,5.6%
C/C(=N\NC(N)=O)c1ccc(Cl)cc1,-3.8%,5.2%,i,1.3%,i,/,18.1%,30.8%[activator],6.4%
CCCCn1c(N)c(N(CC(C)C)C(=O)CSc2nnc(-c3ccc(Cl)cc3)o2)c(=O)[nH]c1=O,-6.4%,-2.5%,i,2.5%,i,3.1%,-15.8%,-15.5%,-5.6%
COc1ccc(CN2CCC(C(=O)NC(C)c3cccc4ccccc34)CC2)cc1 (configuration not stated),0.2%,-16.6%,i,/,-16.0%,-11.6%,8.6%,-28.3%,0.4%
Cc1c(Cl)cccc1NC(=O)CN1C(=O)COc2ccc(S(=O)(=O)N3CCCCCC3)cc21,-12.0%,-10.8%,/,/,-8.3%,-22.5%,20.8%,9.6%,/
Cc1ccnc(SC2CC(=O)N(c3ccc(C(C)C)cc3)C2=O)n1 (configuration not stated),-9.1%,15.1%,i,0.3%,-4.2%,-10.9%,?,14.6%,10.6%
Cc1ccccc1C(=O)Nc1nnc(-c2cccnc2)o1,21.5%,2.4%,i,0.4%,-2.8%,-11.9%,9.7%,12.3%,-0.2%
Oc1ccc(N2CCN(c3ncnc4sc(-c5ccccc5)cc34)CC2)cc1,-4.0%,-17.1%,i,-1.7%,-12.4%,?,11.2µM*,?,?
O=C(COC(=O)CCc1c[nH]c(=O)[nH]1)Nc1ccccc1,1.4%,0.5%,i,-1.5%,i,18.6%,21.3%,1.1%,-1.4%
O=C(N/N=C\C=C\c1ccc2c(c1)OCO2)C1COc2ccccc2O1 (configuration not stated),-3.7%,-11.5%,i,-4.5%,i,37.8%,?,-13.4%,-6.6%
CCn1c2ccccc2c2cc(NC(C)=O)ccc21,-24.3%,-17.1%,i,-3.9%,-0.7%,-26.8%,-2.6%,?,6.0%
O=S(=O)(Nc1ccc(Oc2ncccn2)c(Cl)c1)c1ccc(F)cc1,-10.4%,15.9%,i,-0.6%,-7.9%,8.9%,30.0%,-22.8%,-6.2%
CCOC(=O)C1[C@H]2C(=O)N(C(C)c3ccc(OC)cc3)C[C@]23C=C[C@H]1O3 (some centres not stated),3.3%,2.7%,/,?,-24.9%[57.5 µM],17.4%,-17.3%,-4.8%,2.2%
O=C(O)CNC(=S)NCc1ccccc1,5.1%,-6.1%,i,-1.5%,i,-2.4%,5.3%,52.4%[activator],-2.8%

# An excerpt from above, showing only TDP43 rescue.
canonical_smiles | TDP43 rescue
CCOC(=O)C1[C@H]2C(=O)N(C(C)c3ccc(OC)cc3)C[C@]23C=C[C@H]1O3 (some centres not stated) | -17.3%
O=C(O)CNC(=S)NCc1ccccc1 | 5.3%

# (list continues)
SMILES,GLP1R cytotox,Abeta rescue,Akt phos inh,Mm-Cpn inhibitor,PTHR1 ag,FUS yeast rescue,TDP43 rescue,GLP1R inv ag,aSyn yeast inh
Cn1cc(Cl)c(C(=O)NC2CCCCCC2)n1,7.6%,4.9%,i,1.3%,-5.8%[57.5 µM],-5.1%,-1.2%,13.4%,-1.1%
CCC1=C(OC(=O)N(CC)CC)N2C(=O)OC(=NCCc3c[nH]c4ccccc34)[C@]2(C)[C@H]2C1=CC[C@H]1C(=O)N(CC(=O)OC)C(=O)[C@H]12,-5.8%,4.3%,i,-0.7%,i,41.4%,11.5%,16.1%,3.2%
O=C(CSc1nccn(-c2ccc(Br)cc2)c1=O)NCc1ccccc1,-21.9%,-3.2%,i,-4.3%,-11.3%,/,5.9%,-23.9%,-2.9%
CC1CN(C(=O)c2cc3c(=O)n4ccccc4nc3n2C)CC(C)O1 (configuration not stated),415.3%[activator],5.9%,i,-11.8%,i,-24.2%,4.0%,44.5%[activator],5.3%
C=CC[C@@H](CC(=O)OC(C)(C)C)C(=O)OC[C@H]1CCCN1C(=O)[C@@H](CC=C)CC(=O)N[C@H](CO)Cc1ccccc1,3.8%,13.6%,i,1.7%,-58.2%[inhibitor],?,14.0%,5.2%,3.6%
CCOc1ccc(CN2CCN(S(=O)(=O)c3ccc(Cl)cc3)CC2)cc1,10.3%,0.5%,/,/,-54.2%[inhibitor],6.4%,5.6%,?,/
C=CCn1c2ccccc2c(=O)c2cc(C#CC3(O)CCCCC3)ccc21,74.5%[activator],-3.8%,i,-9.6%,-0.6%,5.8%,10.3%,?,1.3%
CCCNC(=O)c1ccccc1NC(=O)C1COc2ccccc2O1 (configuration not stated),8.3%,-1.5%,i,-2.7%,-29.7%,25.8%,-9.7%,?,-7.4%
CCN(CC(=O)Nc1ccc(OC(F)F)cc1)C1CCCCC1,1.2%,7.2%,i,0.5%,i,-11.2%,-7.7%,?,-1.4%
O=C(C[n+]1cccc(C(=O)Nc2ccccc2)c1)c1ccc(Cl)cc1,7.3%,-15.3%,i,/,-12.3%,24.9%,-25.7%,19.7%,-4.7%
O=C(c1cc2c(s1)-c1ccccc1OC2)N1CCN(c2ccccc2)CC1,0.3%&3.2%,9.7%&-11.1%,i,?,-9.0%,8.5%&-2.0%,?,?,1.6%
CN(C)CCCNC(=O)c1cc(Br)ccc1O,-24.0%,3.6%,i,-2.8%,-5.1%,2.1%,-13.0%,10.1%,9.7%
COCCCNc1ccn2nc(-c3cccc(Cl)c3)cc2n1,-4.0%,4.6%,i,/,-88.8%[inhibitor],-5.5%,?,?,3.3%
CCOc1ccc(CNC(=O)CCn2nc(C)c3c(C)n(-c4ccccc4)nc3c2=O)cc1,-7.4%,-23.2%,/,/,-0.8%,-6.3%,-6.9%,-3.1%,/
O=C(NCc1ccccc1)c1ccc(OCC2CCCO2)cc1 (configuration not stated),0.5%,-6.3%,i,2.2%,i,20.4%,16.8%,2.3%,7.0%
COc1ccc(OC)c(-c2cc(C3CCN(C(=O)OC(C)(C)C)CC3)[nH]n2)c1,-5.1%,12.3%,i,-1.6%,i,24.7%,4.0%,-81.1%,4.2%
CC(=O)c1ccc(NC(=O)c2c(C)nn(-c3ccccc3)c2Cl)cc1,-5.1%,6.7%,i,0.6%,-14.4%,6.7%,11.2µM*,-1.9%,8.0%
O=C(O)c1cccc(CSc2nnc(Cc3ccccc3)o2)c1,2.0%,25.7%,i,2.7%,-4.7%,10.1%,3.0%,-0.8%,4.2%
Cc1ccc(C(C[N+](=O)[O-])c2c(-c3ccccc3O)[nH][nH]c2=O)cc1 (configuration not stated),-1.5%,?,i,0.5%,-26.4%,19.1%,-18.9%,?,22.9%
CC(O)(c1cccnc1)c1nc(-c2ccoc2)cs1 (configuration not stated),4.1%,-0.9%,i,/,i,-28.4%,13.9%,25.6%,-1.3%
CC(=O)c1ccc(NC(=S)NNC(=O)c2ccccc2[N+](=O)[O-])cc1,6.0%,-7.4%,i,0.6%,-14.4%,15.1%,?,12.8%,-0.1%
CCOC(=O)c1c(CN(C)C)n(-c2ccccc2)c2cc(Br)c(O)cc12,-3.9%,-5.4%,i,-6.2%,i,7.6%,-7.8%,?,0.1%

# One compound at a time, as listed above:
# Shown for `CC(=O)c1ccc(NC(=O)c2c(C)nn(-c3ccccc3)c2Cl)cc1` → GLP1R cytotox = -5.1%; Abeta rescue = 6.7%; Akt phos inh = i; Mm-Cpn inhibitor = 0.6%; PTHR1 ag = -14.4%; FUS yeast rescue = 6.7%; TDP43 rescue = 11.2µM*; GLP1R inv ag = -1.9%; aSyn yeast inh = 8.0%
# Shown for `O=C(O)c1cccc(CSc2nnc(Cc3ccccc3)o2)c1` → GLP1R cytotox = 2.0%; Abeta rescue = 25.7%; Akt phos inh = i; Mm-Cpn inhibitor = 2.7%; PTHR1 ag = -4.7%; FUS yeast rescue = 10.1%; TDP43 rescue = 3.0%; GLP1R inv ag = -0.8%; aSyn yeast inh = 4.2%

# Not all compounds are listed; the hit share may differ from the screen's.
